HIV peptide binding – inhibitors of HIV fusion peptide binding, primary screen, biochemical, uHTS, fluorescence dequenching (AID 1986); cell-free peptide binding, fluorescence dequenching, 30 min; higher % means a stronger effect; one-dose inhibition, % at 20 µM; IC50 in µM for titrated hits; 290,000 tested, 0.3% active; in the data active = inhibition mostly above about 52%, no sharp cut-off; inactive = mostly below about 76%; note: some results filed as inactive read as strong as hits
Autophagy HCS – modulators of autophagy | calls only at 10 µM (by protocol) | AID 463193 | 190,000 tested, 0.98% active | MEF GFP-LC3 puncta imaging; test concentration mostly 10 µM;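 active = percentage of spot-positive cells more than 3 SD above its plate mean, without a fluorescence outlier flag or 80% toxicity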;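 note: spot-positive cell cutoff set from DMSO-treated cells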
Dynein cargo inh – dynein cargo transport inhibition; z-score, hits read low; 220,000 tested, 0.47% active; AID 1381; 3617.4 mouse cells, GR-EGFP nuclear translocation imaging; test concentration mostly 20 µM; stimulated with dexamethasone, 1 µM; active compounds read low;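 active = plate z-score of nuclear minus cytoplasmic receptor signal below a set negative limit, without overly bright fluorescence or cell loss, cut at about -3.5 in these data, passing the limit was not always enough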;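 note: z-score of nuclear minus cytoplasmic ring GR-EGFP intensity difference per well; some compounds called inactive have numbers as strong as hits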
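Buffer or medium – tet-free medium with charcoal-stripped serum · Signal – automated 10x imaging of fixed Hoechst-stained cells · Also added – dexamethasone agonist, 1.0 µM final, for 30 min · Incubation – induction 48 h, compound 1 h, agonist 30 min · Read-out – GR-EGFP nuclear translocation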
Yfh1-off respiration – mitochondrial function rescue without frataxin homolog – Friedreich's ataxia, plus single-dose screen, dose response (AID 1465). S. cerevisiae Yfh1-off respiration, WST-1 reduction, 72 h; higher fold induction means a stronger effect. one-dose fold induction at 50 µM; EC50 in µM for titrated hits. 220,000 tested, 0.074% active;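 active = fold induction of absorbance versus untreated yeast above a set limit, then at least 30% activation at any dose in follow-up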;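 note: activators that raise dye reduction in frataxin-depleted yeast; strong numbers were not always called active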
Insulin prom up – MIN6 insulin promoter up-regulation; MIN6 insulin promoter-GFP reporter, high-content imaging; active compounds read high; z-score at 5 µM; 190,000 tested, 0.3% active;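 active = z-score above 3 at 5 µM with at least 500 cells counted in the well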
AID2073 – disruptors of CaV2.2 binding to Mint1 – biochemical, HTRF (AID 2073). one-dose inhibition, % at 20 µM; IC50 in µM for titrated hits. 290,000 tested, 0.19% active. HTRF protein-protein interaction, Mint1-CaV2.2; higher % means a stronger effect; in the data active = inhibition mostly above about 51%, no sharp cut-off; note: some results filed as inactive read as strong as hits
WT yeast gro inh – growth inhibition of WT yeast, mitochondrial fusion screen. mitochondrial fusion phenotypic screen, WT strain. inhibition, % at 10 µM. 190,000 tested, 2.1% active; in the data active = inhibition above about 58%; tested in S. cerevisiae
b-catenin transl – alters nuclear translocation of beta-catenin in HeLa cells; immunofluorescence imaging; nuclear translocation activity, % at 5 µM; 190,000 tested, 0.3% active;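 active = nuclear translocation activity above 50% at 5 µM, with a well cell count of 50 or more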;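 note: per-cell ratio of nuclear to cytoplasmic median beta-catenin stain intensity; plate controls were DMSO negative control for no effect and GSK-3 inhibitor IX positive control for full effect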
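Test system: human HeLa cells, native beta-catenin. Compound dosing: 5 µM primary single dose, 0.1% DMSO, 0.02–20 µM confirmation series. Incubation: compound exposure 24 h at 37°C. Detection: beta-catenin immunostaining with DAPI counterstain, 20x imaging, 6 fields/well. Read-out basis: Nuclear/cytoplasmic beta-catenin signal ratio, % activation.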
MT stabilizer – microtubule stabilization, imaging screen; HeLa tubulin immunostaining HCS, 24 h; share of cells brighter than vehicle mean+2SD; AID 2205; % tubulin-high responders, % at 10 µM; 200,000 tested, 0.83% active;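 active = plate Z-score above 3 for both tubulin-high and condensed-nucleus cell shares, with cell loss under 80%, at 10 µM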;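 note: anti alpha tubulin signal scored within the nucleus-defined area of each cell; some results filed as inactive read as strong as hits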
WT yeast gro inh mutant strain – recorded beside WT yeast gro inh, whose call it bears; inhibition, %; mitochondrial fusion phenotypic screen, mutant strain inhibition
Dynein cargo inh cytoplasmic EGFP – second read-out of Dynein cargo inh, no call of its own (marks repeat the call); z-score; measured here: cytoplasmic GR-EGFP intensity; active compounds read high
Dynein cargo inh nuclear GR-EGFP – second read-out of Dynein cargo inh, no call of its own (marks repeat the call); z-score; measured here: nuclear GR-EGFP intensity;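 lower value marks the stronger effect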
Dynein cargo inh cell count – further read-out of Dynein cargo inh, marked with its call; z-score; measured here: cell count per field
Insulin prom up cell count – second read-out of Insulin prom up, no call of its own (marks repeat the call); cell count; measured here: cytotoxicity, nuclei count;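 total cells summed across four imaged fields per well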
b-catenin transl cell count 5 µM – also measured in b-catenin transl; calls as there; cell count; measured here: cell count, cytotoxicity flag
MT stabilizer Hoechst-high % – recorded beside MT stabilizer, whose call it bears; % Hoechst-high responders; measured here: nuclear condensation Hoechst responders;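 share of cells brighter than vehicle mean plus two SD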
MT stabilizer cytotoxicity % – also measured in MT stabilizer; calls as there; toxicity, %; measured here: cytotoxicity by cell density;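 0% = mean cell density of plate MIN control wells and 100% = no cells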
Autophagy HCS cell loss 18 h – second read-out of Autophagy HCS, no call of its own (marks repeat the call); toxicity, %; measured here: cell loss, nuclei count;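 cell loss after 18 h compound exposure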
* hit, by the source's call; i = inactive; x = no result given.

SMILES,HIV peptide binding,Autophagy HCS,Autophagy HCS cell loss 18 h,Dynein cargo inh,Dynein cargo inh cytoplasmic EGFP,Dynein cargo inh nuclear GR-EGFP,Dynein cargo inh cell count,Yfh1-off respiration,Insulin prom up,Insulin prom up cell count,AID2073,WT yeast gro inh,WT yeast gro inh mutant strain,b-catenin transl,b-catenin transl cell count 5 µM,MT stabilizer,MT stabilizer Hoechst-high %,MT stabilizer cytotoxicity %
O=C(Cn1cncn1)c1ccccc1,-0.8%,x,x,0.9,-0.21,0.31,-0.59,i,0.19,1028,7%,x,x,-1.3,1245,x,x,x
CCCCC[C@H](O)/C=C/[C@@H]1[C@@H](C/C=C\CCCC(=O)OC)[C@@H](O)C[C@H]1O,1.8%,i,-2,0.81,-0.26,0.8,0.28,i,x,x,13%,-6,-9,x,x,4.0,3.4,6.6
CCSCCOC(=O)C1=C(C)NC(=O)NC1c1cccc(OC)c1OC (stereo not drawn),-1.0%,i,6,-0.44,-0.47,-0.2,0.35,i,-0.03,1281,3%,8,6,-3.3,1167,2.8,1.0,12
Cc1[nH]c(=O)[nH]c(=O)c1S(=O)(=O)N1CCCC(C(=O)NCCc2ccc(Cl)cc2)C1 (stereo not drawn),-0.9%,i,-9,-0.59,-0.2,0.29,0.39,i,-0.05,906,2%,49,4,-1.5,1199,2.0,1.6,9.8
COc1cccc(Nc2nnc(SCC(=O)Nc3sccc3C(N)=O)s2)c1,0.6%,i,29,0.5,-0.39,0.24,0.55,i,0.33,1449,20%,-14,-13,0.8,1493,1.5,2.3,5.5
O=C(CN1C(=O)C2CC=CCC2C1=O)NCc1ccc2c(c1)OCO2 (stereo not drawn),-0.8%,i,-5,1.7,0.1,1.3,-1.5,i,-1.1,1230,2%,-14,-7,6.2,1405,4.8,1.7,2.0
CC(OC(=O)c1ccc(NS(=O)(=O)c2ccc3[nH]c(=O)[nH]c3c2)cc1)C(=O)Nc1ccc(Cl)cc1 (stereo not drawn),10%,i,-2,0.51,-0.016,0.95,-0.43,i,-0.17,1529,25%,6,2,-3.3,1056,1.8,3.6,9.2
CCC/C(=N\NC(=O)CCC(=O)NCc1ccccc1)c1ccccc1,-1.3%,i,5,-0.19,-0.33,0.43,0.25,i,0.89,1534,9%,-2,-2,1.0,1035,3.1,2.2,9.9
CCc1ccc(NC(=O)C(=O)NCCOc2ccccc2Cl)cc1,1.4%,i,21,0.62,-0.18,0.45,-0.33,i,x,x,26%,10,5,3.2,1050,26*,6.9*,51*
COc1cc(-c2nnc(SCC3(c4ccccc4)OCCO3)o2)cc(OC)c1OC,-0.2%,i,31,-0.73,-0.21,0.23,0.41,i,0.19,1365,-1%,-5,16,-2.6,1350,1.2,1.1,7.9
Cc1ccc(N(CC(=O)Nc2ccccc2C(=O)N2CCOCC2)S(C)(=O)=O)cc1,-3.5%,i,17,-0.25,-0.29,-0.39,1.4,x,x,x,0%,1,-8,3.9,503,3.1,1.7,5.7
CCCCc1c(C)nc2c(OC)cccc2c1SCCC(=O)O,-1.6%,i,3,-1.1,-0.29,-0.83,1.1,i,0.91,1372,1%,-16,-34,-3.2,553,2.4,2.2,5.0
CN(C)/C=C1\NC(=S)N(c2ccccc2)C1=O,-3.7%,i,22,0.87,-0.15,0.43,-0.55,i,-0.37,1473,14%,-10,0,0.3,1113,4.8,1.4,3.5
Cc1cc(NC(=O)CCC(=O)N(C2CC2)C2(C(=O)NC3CCCC3)CCC(C)CC2)no1 (stereo not drawn),2.0%,i,14,-0.96,-0.36,-0.44,0.63,i,0.05,924,5%,2,4,-1.1,1102,5.5,3.7,6.1
CCOc1ccc(NC(=O)CSc2nnc(CNC(=O)c3ccco3)o2)cc1,0.0%,i,0,-0.8,-0.15,-0.44,0.64,i,0.71,1389,8%,-7,21,x,x,2.5,2.0,5.5
CC1(C)CC(=O)c2cnc(N)nc2C1,-0.8%,i,4,-0.96,-0.19,-1.1,1.1,i,-1.1,1656,-3%,16,6,2.4,1249,3.2,1.6,3.1
N=C1C(c2nc3ccccc3s2)=C(O)CN1NC(=O)c1ccccc1[N+](=O)[O-],-4.5%,i,19,0.18,0.0042,0.071,-1.4,i,-0.55,1623,15%,3,0,-1.4,944,4.1,1.4,5.6
COc1ccc(C(=O)Oc2cc(/C=N/NS(=O)(=O)c3ccc(C)cc3)ccc2OC)cc1,3.6%,i,9,0.76,-0.023,1.3,-2,x,0.31,1624,12%,7,12,0.5,1393,4.0,1.5,6.2
COc1ccc(OC)c(/C=C2\S/C(=N/NC(=O)c3ccc4ccccc4c3)NC2=O)c1,56%,i,-7,-0.096,2.5,0.52,0.0077,i,x,x,30%,-2,1,1.0,896,5.3,1.1,9.5
CC(C)OC(=O)CCC(=O)Nc1ccc(F)cc1,-1.3%,i,4,0.65,-0.26,-0.045,-0.86,i,x,x,-5%,-2,-6,12,477,2.4,2.7,6.4
CC1(C)CC(=O)c2c(nn(-c3ccccc3)c2N)C1,-0.4%,i,-8,3.2,-0.24,1.5,-1.5,i,0.05,1269,1%,14,20,1.9,1352,4.5,3.7,6.6
CS(=O)(=O)N1CCN(C(=O)c2cc(-c3cccnc3)nc3ccc(Cl)cc23)CC1,-0.8%,i,13,-0.42,-0.25,-0.14,0.64,i,0.05,1516,3%,5,5,-0.9,1030,1.3,2.7,10
Cc1nnc(Nc2ccc(Cl)c(C(F)(F)F)c2)[nH]c1=O,0.0%,i,1,0.36,-0.33,-0.2,-0.4,i,0.34,1158,-8%,-13,6,1.2,1024,2.7,2.0,12
O=c1ccccn1Cc1c(Cl)cccc1Cl,-1.0%,i,0,0.28,-0.15,-0.2,-0.11,i,x,x,4%,73*,-1.2*,x,x,2.9,1.9,3.1
N#Cc1cnc(Sc2ccccc2)nc1,-1.8%,i,-6,0.34,-0.062,0.18,-1.5,i,0.68,1081,-8%,-14,-13,-2.0,1016,2.2,2.4,2.8
Cc1cccc(C)c1-n1c(C)cc(/C=C2\NC(=O)NC2=O)c1C,-0.4%,i,-6,0.67,-0.075,0.71,-0.55,i,x,x,6%,11,3,0.1,1100,3.9,3.3,6.9
CCN(C(=O)COC(=O)c1c(C)nn(-c2ccccc2)c1C)C1CCS(=O)(=O)C1 (stereo not drawn),-0.8%,i,3,0.091,-0.32,0.83,-0.41,i,-0.35,1068,6%,-3,21,0.3,1073,1.6,1.6,1.8
CCCCCCNC(=O)Nc1ccccc1,-1.4%,i,-9,-0.47,-0.31,-0.48,0.89,i,0.17,1041,1%,1,-1,1.0,756,6.4,3.8,1.3
CCOC(=O)CNS(=O)(=O)c1ccc(S(=O)(=O)N2CCCC2)cc1,0.6%,i,-4,0.4,-0.24,0.061,0.2,i,0.18,1245,3%,-17,-14,x,x,2.7,1.7,5.7
CC1(C)Cc2nc3[nH]c(=S)[nH]c(=O)c3cc2CO1,1.6%,x,x,0.3,-0.26,0.12,-0.14,i,0.1,1363,-6%,x,x,-0.7,1241,x,x,x

Gathered by group: those above with fluorine (2)
SMILES,HIV peptide binding,Autophagy HCS,Autophagy HCS cell loss 18 h,Dynein cargo inh,Dynein cargo inh cytoplasmic EGFP,Dynein cargo inh nuclear GR-EGFP,Dynein cargo inh cell count,Yfh1-off respiration,Insulin prom up,Insulin prom up cell count,AID2073,WT yeast gro inh,WT yeast gro inh mutant strain,b-catenin transl,b-catenin transl cell count 5 µM,MT stabilizer,MT stabilizer Hoechst-high %,MT stabilizer cytotoxicity %
CC(C)OC(=O)CCC(=O)Nc1ccc(F)cc1,-1.3%,i,4,0.65,-0.26,-0.045,-0.86,i,x,x,-5%,-2,-6,12,477,2.4,2.7,6.4
Cc1nnc(Nc2ccc(Cl)c(C(F)(F)F)c2)[nH]c1=O,0.0%,i,1,0.36,-0.33,-0.2,-0.4,i,0.34,1158,-8%,-13,6,1.2,1024,2.7,2.0,12

(continued)
SMILES,HIV peptide binding,Autophagy HCS,Autophagy HCS cell loss 18 h,Dynein cargo inh,Dynein cargo inh cytoplasmic EGFP,Dynein cargo inh nuclear GR-EGFP,Dynein cargo inh cell count,Yfh1-off respiration,Insulin prom up,Insulin prom up cell count,AID2073,WT yeast gro inh,WT yeast gro inh mutant strain,b-catenin transl,b-catenin transl cell count 5 µM,MT stabilizer,MT stabilizer Hoechst-high %,MT stabilizer cytotoxicity %
COc1cccc(-c2nc(CS(=O)CC(=O)NCCCOC(C)C)c(C)o2)c1 (stereo not drawn),-1.5%,i,-5,-0.88,-0.17,-0.47,1.1,i,0.04,1949,-5%,-8,-9,-2.7,1065,4.5,2.2,7.4
CCc1cccc(NC(=O)c2ccc(Cn3c(=O)[nH]c4ccsc4c3=O)cc2)c1,2.4%,i,24,2,-0.024,2.6,-1.9,x,0.54,1136,-5%,-2,-27,-2.5,582,3.3,3.6,12
CCOc1ccccc1OCCCC(=O)NC1=NCCS1,0.0%,i,5,-0.63,-0.4,-0.19,1.2,i,x,x,8%,19,18,-8.6,1235,3.1,3.0,3.3
C=CCC(NCc1ccccc1)c1ccccc1 (stereo not drawn),-1.0%,i,0,0.42,0.0072,0.0058,-1.1,i,-0.24,1511,5%,-19,-19,3.3,990,4.0,2.4,8.5
O=C(CS(=O)(=O)c1cn(Cc2ccc(Cl)cc2)c2ccccc12)N1CCCC1,0.5%,i,-1,1,-0.17,0.72,-0.45,i,0.21,898,-8%,2,11,x,x,2.7,2.7,5.7
COc1ccc(NC(=O)C(NC(C)=O)C(=O)NCc2ccccc2OC)cc1 (stereo not drawn),1.7%,i,9,-0.18,-0.23,-0.4,1.3,i,0.2,1951,1%,7,1,0.6,1096,2.9,1.7,8.5
